Rpn11 block: inhibitors of human proteasome Rpn11; calls only at 20 µM; human 26S proteasome, Ub4-pepOG fluorescence polarization; 20S core pre-blocked with epoxomicin; AID 588493; 360,000 tested, 0.59% active; O00487;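 active = inhibition at 20 µM, scaled to each plate's controls, above about 33%, limit read from the data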
CSN deneddyl inh: CSN deneddylation inhibition | Q92905 | Purified CSN, SCF-Nedd8-OG deneddylation, fluorescence polarization | inhibition, % at 12.5 µM | 360,000 tested, 0.38% active;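 active = pattern-corrected inhibition above about 35%, with an unprinted fluorescence ratio check between 0.5 and 1.5, limit read from the data, passing the limit was not always enough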;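 also: 0% = enzyme with substrate and 100% = substrate without enzyme; some results filed as inactive read as strong as hits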
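Assay system: purified human Csn5 enzyme expressed in HEK293T cells; measure: % inhibition; also added: SCFSkp2-Nedd8OG substrate at 10 nM final; technique: fluorescence polarization; times: reaction 90 min, room temperature; medium: Tris buffer pH 7.5, NaCl, DTT, Tween-20, trehalose, ovalbumin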
NadD inh: inhibitors of Staphylococcus aureus NadD; purified NadD enzyme, colorimetric absorbance read-out; inhibition, % at 20 µM; 360,000 tested, 0.78% active; AID 602399; in the data active = inhibition above about 26%; also: some compounds past the cut are filed as inactive
LMPTP inh: blocks human LMPTP phosphatase | P24666 | recombinant LMPTP-A, OMFP fluorogenic substrate, fluorescence intensity | inhibition, % at 20 µM | 360,000 tested, 0.22% active | AID 651560;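 active = compounds that cut the enzyme signal by at least half of the control window in the single-dose screen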;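 also: plate controls were DMSO wells with enzyme plus substrate for no effect and substrate without enzyme for full effect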
Target sequence (P24666 whole entry, looked up): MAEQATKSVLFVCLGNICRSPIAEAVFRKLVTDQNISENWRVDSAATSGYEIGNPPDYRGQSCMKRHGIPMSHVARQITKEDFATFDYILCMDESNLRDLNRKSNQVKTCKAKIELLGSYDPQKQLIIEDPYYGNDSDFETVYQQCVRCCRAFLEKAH
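test system = LMPTP-A | amount = 0.625 nM LMPTP-A final | reagent = fluorogenic phosphatase substrate OMFP at 400 µM final | incubation = 50 min at room temperature | benchmarks = no-enzyme low control, uninhibited high control | medium = Bis-Tris pH 6.0, DTT, detergent | signal = fluorescence intensity of OMFP turnover product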
SUMO1 PPI mod: alters human SUMO1 binding to SIM partners. 360,000 tested, 0.33% active. P63165. inhibition, % at 20 µM. SUMO1 binding to a labelled peptide, TR-FRET, 1 h; in the data active = inhibition above about 37%
Target sequence (P63165 whole entry, looked up): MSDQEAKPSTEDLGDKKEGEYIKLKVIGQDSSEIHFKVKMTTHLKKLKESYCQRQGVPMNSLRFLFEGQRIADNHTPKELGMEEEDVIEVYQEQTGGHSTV
STEP block: blocks human striatal-enriched tyrosine phosphatase; AID 588621; P54829; inhibition, % at 20 µM; recombinant STEP, OMFP fluorogenic substrate, fluorescence; 360,000 tested, 0.25% active;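 active = inhibition at 20 µM, scaled per plate between control wells, above about 37%, limit read from the data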;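 also: 0% = DMSO with enzyme and substrate and 100% = substrate only without enzyme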
Target sequence (P54829 whole entry, looked up): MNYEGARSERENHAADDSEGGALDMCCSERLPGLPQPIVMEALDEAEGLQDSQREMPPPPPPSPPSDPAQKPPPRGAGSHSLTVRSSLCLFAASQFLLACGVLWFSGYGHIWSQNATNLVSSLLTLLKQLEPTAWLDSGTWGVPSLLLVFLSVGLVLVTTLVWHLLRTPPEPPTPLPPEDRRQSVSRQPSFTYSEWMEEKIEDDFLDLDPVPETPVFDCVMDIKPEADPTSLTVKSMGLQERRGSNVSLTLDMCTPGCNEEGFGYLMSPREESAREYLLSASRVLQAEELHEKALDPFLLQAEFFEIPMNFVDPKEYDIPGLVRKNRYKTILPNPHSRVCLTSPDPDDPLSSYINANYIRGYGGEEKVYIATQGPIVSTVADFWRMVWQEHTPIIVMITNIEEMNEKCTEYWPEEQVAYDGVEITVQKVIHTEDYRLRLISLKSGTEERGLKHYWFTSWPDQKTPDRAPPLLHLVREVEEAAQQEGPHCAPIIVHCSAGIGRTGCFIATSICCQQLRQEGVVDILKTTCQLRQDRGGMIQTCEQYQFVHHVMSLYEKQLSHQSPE
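Also added – OMFP at 25 µM · Test system – STEP tyrosine phosphatase · Technique – FITC-channel fluorescence of OMFP product · Schedule – 20 min at room temperature, dark · Evaluation – control-normalized % inhibition with plate pattern correction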
Tb MetRS inh: blocks T. brucei methionyl-tRNA synthetase activity | purified T. brucei MetRS, ATP depletion, Kinase-Glo luminescence | inhibition, % at 11.9 µM | 360,000 tested, 0.4% active | AID 624268;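 active = inhibition above a per-plate cutoff of the control wells' mean inhibition plus 3 SD, cut at about 5.5% in these data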;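 also: 0% = DMSO wells median and 100% = median of wells with control inhibitor compound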
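Dosing: 11.9 µM single point; system: parasite MetRS enzyme; technique: luminescence of leftover ATP; times: 15 min enzyme-compound preincubation, 2 h reaction, 10 min detection, 25 °C; replicates: each compound tested once; read-out basis: percent inhibition relative to median high and low control wells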
PABP1 MLLE inh: inhibitors of microRNA-mediated deadenylation, human PABP1 MLLE binding; 360,000 tested, 0.36% active; inhibition, % at 20 µM; GST-MLLE / FITC-PAM2 fluorescence polarization; P11940; in the data active = inhibition above about 35%, passing the limit was not always enough;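 also: plate controls were DMSO wells with GST-MLLE for no effect and wells lacking GST-MLLE protein for full effect; some results filed as inactive read as strong as hits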
DNMT1 inh: inhibitors of human DNMT1 | P26358 | DNMT1 molecular beacon, Hinp1I cleavage, fluorescence | inhibition (reported as % activation of signal), % at 10 µM | 360,000 tested, 0.83% active | AID 588458; in the data active = inhibition above about 50%
Scp-1 inhibitor: Scp-1 (human) phosphatase inhibition; Q9GZU7; Recombinant Scp1, phosphopeptide, malachite green phosphate absorbance; 340,000 tested, 0.88% active; inhibition, % at 20 µM;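 active = inhibition above about 50% at 20 µM, limit read from the data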;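 also: plate controls were DMSO wells with enzyme for no effect and wells lacking enzyme for full effect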
Target sequence (Q9GZU7 76-261 limits assumed): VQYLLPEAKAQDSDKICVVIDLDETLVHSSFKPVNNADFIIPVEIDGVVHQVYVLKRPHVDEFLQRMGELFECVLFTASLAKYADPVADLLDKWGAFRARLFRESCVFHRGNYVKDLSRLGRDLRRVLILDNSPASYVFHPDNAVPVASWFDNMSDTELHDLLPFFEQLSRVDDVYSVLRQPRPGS
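Material: truncated SCP-1 phosphatase (76-261aa) / Buffer or medium: 50 mM Tris acetate pH 5.5, 0.005% Tween-20, 10 mM MgCl2 / Compound dosing: one concentration, 20 µM, with 1.0% DMSO / Incubation: 45 min room-temperature reaction, 5 min colour, 30 min stabiliser / Detection: colorimetric free-phosphate detection, absorbance 630 nm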
The depositor's hits bear a star; i = inactive; . = not tested or not shown. Compounds were not picked by outcome. Share with any hit: about 3.6%.

compound	Rpn11 block	CSN deneddyl inh	NadD inh	LMPTP inh	SUMO1 PPI mod	STEP block	Tb MetRS inh	PABP1 MLLE inh	DNMT1 inh	Scp-1 inhibitor
COc1ccccc1Nc1nc(-c2ccc([N+](=O)[O-])cc2)nc2ccccc12	i	-4.5	6.5	1.4	-4.8	2.1	-2.7	8.2	-0.3	3.2
Cc1nn(-c2ccccc2)c2c1C(=O)NC(=O)C(C)(C)C2	i	2.9	-1.8	-1.6	-2.2	-5.4	-1.9	4.4	0.1	1.1
CCN(c1cc(C)cc(C)c1)S(=O)(=O)c1nnc(NC(=O)C(C)(C)C)s1	i	-0.1	-8.8	-1.9	2.8	1.1	0.2	-10.3	-1.0	-10.1
NC(=S)c1cc2ccc(O)cc2oc1=O	i	46.5*	-4.6	0.5	-1.5	7.4	-0.7	-30.1	3.0	5.7
O=[N+]([O-])c1cccc(C=Nc2cc3c(cc2Br)OCCO3)c1	i	1.9	3.2	0.3	-10.4	0.0	-0.4	0.6	1.5	3.0
Cc1cccc(-n2ncc3c2CCCC3NC(=O)Cc2c(C)noc2C)c1C (stereo not drawn)	i	0.5	-3.1	-0.9	-3.9	-1.7	0.9	-1.1	0.1	-10.5
CCOC(=O)N1CCN(c2cc(N3CCN(CC)CC3)c(F)cc2[N+](=O)[O-])CC1C (stereo not drawn)	i	0.8	-10.9	-0.1	-20.6	2.1	-0.2	-1.0	0.2	-6.5
CCn1c(=O)cc(SCC(=O)Nc2cccnc2)c2ccccc21	i	-6.9	-5.4	-0.8	1.9	-2.2	0.1	7.5	1.6	-0.3
OC1CCN(c2c3c(nc4cc(-c5cccc(F)c5)nn24)CCCC3)CC1	i	-1.3	10.5	2.5	4.4	-0.7	-0.2	-13.3	-3.4	3.5
COc1ccc(C(=O)N2CCOC2CNC(=O)C(=O)NCc2ccccn2)cc1 (stereo not drawn)	i	0.0	1.1	-0.9	6.4	2.3	0.6	7.9	-1.3	.
COc1nc(N2CCCC2)nc(-n2nnc(C(C)=O)c2C)n1	i	4.4	-7.1	-2.5	-6.2	-3.1	-0.7	6.9	-3.4	-7.4
Cc1cc2nc(-c3ccc(F)cc3)c(Cc3ccsc3)n2c(C)c1Br	.	-4.1	16.1	3.0	12.5	.	-0.8	.	.	.
CO[C@@H]1[C@@H](OC(N)=O)[C@@H](O)C(Oc2ccc3c(O)c(NC(=O)c4ccc(O)c(CC=C(C)C)c4)c(=O)oc3c2C)OC1(C)C (stereo partly drawn)	i	-2.7	3.9	-1.7	9.3	0.6	-0.3	-0.4	-10.3	-22.7
CCOc1ccc(OCC(=O)OCc2cc(=O)n3cc(Br)ccc3n2)cc1	i	-4.1	-2.9	0.4	-26.6	3.0	-0.3	-7.3	8.0	9.3
Cc1[nH]c2ccc(C(=O)NCCCN3CCCCC3)cc2c1C	i	-0.9	-0.2	-3.3	-14.7	-1.2	0.7	4.2	-7.1	-2.0
Cc1ccc(S(=O)(=O)N2C[C@H]3C(=O)C[C@@H](c4ccccc4)N(S(=O)(=O)c4ccc(C)cc4)[C@H]3C[C@H]2c2cccc(C)c2)cc1	i	-3.5	13.3	1.1	-3.2	0.4	-0.4	2.4	-7.2	.
COc1ccc(CC(=O)Nc2cccc(-c3nnc(-c4ccco4)o3)c2)cc1	i	0.7	-10.3	1.9	1.6	2.2	-0.4	1.8	0.3	-5.9
COc1ccc(S(=O)(=O)N(C)C)cc1NC(=O)CCNC(=O)c1ccccc1OC	i	-0.8	-3.5	-1.1	-0.6	1.7	-0.7	-3.0	-0.5	2.0
O/N=C/c1cc(Br)cs1	i	0.8	-2.4	0.4	-5.5	-2.3	-1.3	-3.2	-2.8	-11.4
COc1ccc(OCC(=O)c2c[nH]c3ccccc23)cc1	i	0.8	-5.5	-2.2	-2.0	-2.4	2.0	-0.9	-7.5	-5.2
COC(=O)c1ccccc1NC(=O)NC1CCCC1	i	-0.5	-1.8	0.3	-0.7	-4.1	0.1	8.5	1.2	-3.2
CC(=O)Nc1ccc(NC(=O)c2c(-c3ccccc3Cl)noc2C)cc1	i	0.5	-2.0	-1.6	2.0	1.0	0.3	1.3	2.5	-5.5
FC(F)(F)c1cc(-c2ccccc2)nc(NCC2CCCO2)n1 (stereo not drawn)	i	0.8	-3.9	0.9	3.4	0.4	0.3	-8.3	-3.0	-6.0
O=C(COC(=O)CCN1C(=O)C2CC=CCC2C1=O)Nc1ccc([N+](=O)[O-])cc1 (stereo not drawn)	i	-0.2	-1.6	-1.1	-25.7	3.6	0.0	3.9	-1.2	-2.2
CCn1c(SCC(=O)OC)nnc1-c1ccncc1	i	-3.3	-5.3	-0.5	-3.7	-3.3	-0.2	4.1	3.6	12.0
CC(=O)Nc1nc(CC(C)C)cc(-c2ccccc2)c1C#N	i	-3.4	0.9	-1.1	4.5	0.5	0.4	10.4	6.3	-9.8
Cn1c(N)c(C(=O)COC(=O)CC(NC(=O)c2ccccc2Cl)c2ccccc2)c(=O)n(C)c1=O (stereo not drawn)	i	-6.9	-3.7	0.0	5.0	1.0	-0.4	-21.1	-3.0	-2.9
CCC(Oc1ccccc1)C(=O)NCc1cccnc1 (stereo not drawn)	i	-0.7	-0.6	-1.9	0.3	-0.2	-0.6	6.1	0.4	-4.3
O=C(CCCN1C(=O)c2cccc3cccc(c23)C1=O)Nc1nccs1	i	8.2	-6.4	-1.1	49.7*	4.5	0.1	-6.7	-0.3	-5.2
O=C(O)CC(NC(=S)NCc1ccccc1)C(=O)O (stereo not drawn)	i	1.7	9.5	-2.0	-2.0	1.5	-0.7	13.0	-1.2	-7.7
Cc1cccc(C2(c3cccc(C)c3)OC(=O)c3ccccc32)c1	i	2.7	-1.1	3.6	0.2	-1.5	-0.7	3.7	-1.2	-17.3
Cc1cccc(N(C(=O)c2cnc3n(c2=O)CCS3)C2CCCCC2)c1	i	2.0	15.0	-0.9	1.8	1.2	-0.5	8.0	6.9	0.2
O=C(NC1CC2CCCC(C1)N2Cc1ccc(F)cc1)c1ccc(F)cc1 (stereo not drawn)	i	2.0	-2.2	-0.4	-4.4	-3.1	-0.5	-10.1	1.0	2.3
Cc1ccc(C)c(OC(=O)c2ccncc2)c1	i	-0.8	10.2	0.4	-3.8	-3.7	-0.1	5.5	-0.4	-2.2
CC1S/C(=N/N=C/c2cccc([N+](=O)[O-])c2)NC1=O (stereo not drawn)	i	1.3	-1.5	2.9	-11.5	-1.0	0.9	6.5	2.0	-7.8
CCNS(=O)(=O)c1ccc(NC(=O)c2cncc(Br)c2)cc1	i	-6.1	4.0	-1.0	4.3	-1.3	-0.6	-0.1	9.6	0.3
C(=N\Nc1nc2ccccc2s1)/c1ccc2c(c1)OCO2	i	-2.4	0.0	0.4	1.9	-2.4	1.1	-12.8	4.0	-2.1
COc1ccc(CCN=C(N)NS(=O)(=O)c2ccc(C)c(C)c2)cc1	i	-0.7	-2.0	-1.0	2.3	-3.7	-0.3	-2.2	0.9	-1.7
O=C(c1cc2ccccc2oc1=O)N(c1ccccc1)C1C=CS(=O)(=O)C1 (stereo not drawn)	i	-3.5	-7.0	-1.7	-1.8	-6.5	-0.8	5.5	2.8	-5.5
CCCCCCCC(O)CC(CC1CCCCC1)C(=O)NN (stereo not drawn)	i	2.6	7.3	-0.3	1.7	-0.3	-0.4	-2.0	-4.8	-4.4
O=C1c2ccccc2C(=O)N1C1C=CC=CC=C1	i	0.0	-1.1	-1.4	-10.5	-2.7	0.4	14.4	4.2	.
CC(NCC(=O)Nc1ccccc1C(=O)NC1CC1)c1ccc(Cl)cc1 (stereo not drawn)	i	-5.7	-2.9	-1.6	0.2	0.8	0.1	-0.1	-1.9	.
CCOc1ccc(N2CCc3c(C)nc(SC)nc32)cc1	i	-0.1	-4.3	1.0	11.9	2.0	-0.5	-1.1	-0.2	-4.2
c1ccc(CN2CCC(N3CCC(N4CCCCCC4)CC3)CC2)cc1	i	0.0	-3.8	-5.7	-33.2	0.3	-0.6	-3.9	-4.5	-12.1
Cc1ccc(-c2c(C)nn3c(N4CCOCC4)cc(C)nc23)cc1	i	-0.5	-4.9	0.0	4.7	-0.2	-0.3	18.5	-0.1	-0.5
O=S(=O)(c1cccc(Br)c1)N1CCN(c2ccnc3cc(Cl)ccc23)CC1	i	-0.1	22.0	9.6	7.8	-3.9	0.1	-9.2	-2.9	9.5
COc1ccc(C(C(=O)NC(C)(C)C)N(Cc2ccc(C)cc2)C(=O)CCC(=O)Nc2cc(C)on2)cc1 (stereo not drawn)	i	-0.5	-4.1	0.0	-3.8	1.2	0.0	0.8	-2.3	-6.0
CN(C)c1ccc(NC(N)=S)cc1	i	2.5	-5.0	-0.6	12.8	0.7	-0.3	-59.9	-2.3	-3.2

Overlap with the part before: 2 compounds; new compounds follow.
compound	Rpn11 block	CSN deneddyl inh	NadD inh	LMPTP inh	SUMO1 PPI mod	STEP block	Tb MetRS inh	PABP1 MLLE inh	DNMT1 inh	Scp-1 inhibitor
COc1ccc(C(C(=O)NC(C)(C)C)N(Cc2ccc(C)cc2)C(=O)CCC(=O)Nc2cc(C)on2)cc1 (stereo not drawn)	i	-0.5	-4.1	0.0	-3.8	1.2	0.0	0.8	-2.3	-6.0
CN(C)c1ccc(NC(N)=S)cc1	i	2.5	-5.0	-0.6	12.8	0.7	-0.3	-59.9	-2.3	-3.2
CC(C)c1ccc(NC(=S)N2CCN(Cc3ccccc3)CC2)cc1	i	-3.1	-6.0	0.2	-1.1	-0.3	0.3	-94.2	3.4	-8.3
Brc1ccc(Br)c2cnccc12	i	-3.7	-2.8	-1.3	-28.5	1.9	-0.3	-5.0	4.4	-2.8
CC1(C)N=C(N)N=C(N)N1c1cc(Cl)ccc1Cl	i	-2.7	-1.2	0.5	3.1	0.0	0.4	5.2	0.5	.
NC(=O)c1ccc(NC(=O)c2cccc(Oc3ccccc3)c2)cc1	i	-1.1	-3.8	-1.4	0.0	0.1	-0.3	1.8	9.4	-6.5
O=C(NCCN1CCC(n2c(=O)[nH]c3ccccc32)CC1)c1ccccc1C(F)(F)F	.	-1.2	0.8	4.4	2.3	.	-0.7	.	.	.

Screening data (PubChem)
